# OXTR potentiate: human OXTR potentiators, primary screen, fluorescence, CHO-OTR cells, Fluo-8 calcium | activation, % at 3 µM | Oxytocin receptor (Homo sapiens), P30559 | AID 2445, 2010 | Fluo-8 calcium fluorescence, potentiator mode; 0% = oxytocin EC15, 100% = EC100 | 320,000 tested, 0.061% active;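 active = activation above that plate's cutoff, the mean activation of tested compounds plus 3 SD, cut at about 6.6% in these data, passing the limit was not always enough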;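 note: 100% uses oxytocin at 75 nM as the full agonist control; some results filed as inactive read as strong as hits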
#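 assay system = CHO-OTR cells, human receptor | schedule = compound 6 min at room temperature before oxytocin, 100 s read | detection = Fluo-8 intracellular calcium fluorescence, ex 470-495, em 515-575 nm | evaluation = normalized max/min fluorescence ratio, % activation | control set = EC15 oxytocin alone as 0%, 75 nM oxytocin (EC100) as 100%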
# TAAR1 antag: human TAAR1 antagonists, primary screen, Fluo-8 calcium fluorescence, CHO RD-HGA16 cells | Trace amine-associated receptor 1 (Homo sapiens), Q96RJ0 | antagonist | inhibition, % at 3 µM | 360,000 tested, 1.5% active | AID 624466, 2012;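 active = inhibition above a per-plate cutoff, the mean inhibition of test compounds on that plate plus 3 SD, cut at about 49% in these data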;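 note: 0% = DMSO plus EC80 beta-PEA response and 100% = DMSO alone without agonist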
#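 Test system – hTAAR1-expressing CHO RD-HGA16 cells, Gα16-coupled · Reagent – β-PEA at EC80 concentration, post-compound challenge · Compound dosing – 3 µM, single point · Timing – 140 s kinetic read after compound, 140 s after agonist · Detection – Fluo-8 intracellular calcium dye fluorescence, real-time kinetic reads · Control set – DMSO and EC80 PEA controls · Repeats – n of 1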
# CHRM1 antagonist: human M1 muscarinic receptor antagonists, primary screen, CHO-K1 cells, Fluo-8 calcium fluorescence, 1536-well | inhibition, % at 3 µM | 360,000 tested, 1.3% active | CHO-K1 hM1, ACh EC80 antagonist | AID 588852, 2011;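 active = percent inhibition above its own plate's cutoff, namely the mean of that plate's compound wells plus 3 SD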;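 note: peak over basal fluorescence ratio during 140 s after agonist addition; 0% = ACh EC80 plus DMSO and 100% = DMSO alone without agonist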
# Target sequence (P11229 whole entry, looked up): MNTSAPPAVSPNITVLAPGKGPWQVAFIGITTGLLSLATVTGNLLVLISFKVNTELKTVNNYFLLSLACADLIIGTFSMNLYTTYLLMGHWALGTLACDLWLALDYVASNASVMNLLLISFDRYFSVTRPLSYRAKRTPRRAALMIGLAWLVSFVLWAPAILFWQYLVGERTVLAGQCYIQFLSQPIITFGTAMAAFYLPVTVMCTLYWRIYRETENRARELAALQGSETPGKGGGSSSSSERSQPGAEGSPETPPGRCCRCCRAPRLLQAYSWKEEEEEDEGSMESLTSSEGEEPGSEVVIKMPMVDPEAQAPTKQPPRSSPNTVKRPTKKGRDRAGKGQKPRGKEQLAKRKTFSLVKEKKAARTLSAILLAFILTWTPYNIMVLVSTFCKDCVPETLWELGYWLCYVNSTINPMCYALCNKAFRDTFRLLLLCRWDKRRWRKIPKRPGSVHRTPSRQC
# M1 ag: human M1 muscarinic receptor agonists, primary screen, Fluo-8 calcium fluorescence, CHO-K1 cells, HTS | 360,000 tested, 0.33% active | CHO-K1 hM1, agonist mode; 0% DMSO, 100% acetylcholine EC100 | AID 588814, 2011 | activation, % at 3 µM;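 active = activation above the run's mean compound activation plus 3 SD, cut at about 16% in these data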;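 note: peak over basal fluorescence ratio within a 140 s kinetic read after compound addition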
# OXTR agonist: human OXTR agonists, primary screen, fluorescence, CHO-OTR cells, Fluo-8 calcium; Fluo-8 calcium fluorescence; normalized: DMSO 0%, oxytocin 100%; activation, % at 3 µM; 320,000 tested, 0.32% active; AID 2435, 2010;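 active = activation above the mean of all tested compounds plus 3 SD, cutoff set per screening run, cut at about 20% in these data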;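 note: peak over basal fluorescence ratio from a 100 s FLIPR kinetic read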
# CHO parental Ca: ATP-evoked calcium signal inhibitors, parental CHO, primary screen, counter-screen for OX1R antagonist project, cell-based, fluorescence, Fluo-8 calcium dye; parental CHO-K1, ATP-induced calcium, Fluo-8 fluorescence; inhibition, % at 5.6 µM; 330,000 tested, 0.63% active; AID 463079, 2010;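 active = inhibition above that plate's mean sample inhibition plus 3 SD, cut at about 26% in these data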;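 note: 0% = ATP-challenged DMSO wells and 100% = DMSO wells without ATP; some compounds past the cut are filed as inactive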
#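 material = parental CHO cells | also added = ATP as calcium-mobilizing challenge | dosing = single point at 5.6 µM | detection = intracellular calcium via Fluo-8 no-wash fluorescent dye | read-out = % inhibition | benchmarks = low control ATP plus DMSO, high control DMSO only | repeats = one well per compound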
# V1aR counter: agonists of human V1a receptor, primary screen, counter-screen for OXTR agonist project, fluorescence, CHO-V1R cells | Vasopressin V1a receptor (Homo sapiens), P37288 | Fluo-8 calcium fluorescence, agonist mode; 0% DMSO, 100% 3 nM vasopressin | activation, % at 3 µM | 320,000 tested, 0.25% active | AID 2797, 2010;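 active = activation above the mean activation of all tested compounds plus 3 SD, per screening run, cut at about 20% in these data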;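 note: signal is peak over basal fluorescence ratio across a 100 second FLIPR read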
# Target sequence (P37288 whole entry, looked up): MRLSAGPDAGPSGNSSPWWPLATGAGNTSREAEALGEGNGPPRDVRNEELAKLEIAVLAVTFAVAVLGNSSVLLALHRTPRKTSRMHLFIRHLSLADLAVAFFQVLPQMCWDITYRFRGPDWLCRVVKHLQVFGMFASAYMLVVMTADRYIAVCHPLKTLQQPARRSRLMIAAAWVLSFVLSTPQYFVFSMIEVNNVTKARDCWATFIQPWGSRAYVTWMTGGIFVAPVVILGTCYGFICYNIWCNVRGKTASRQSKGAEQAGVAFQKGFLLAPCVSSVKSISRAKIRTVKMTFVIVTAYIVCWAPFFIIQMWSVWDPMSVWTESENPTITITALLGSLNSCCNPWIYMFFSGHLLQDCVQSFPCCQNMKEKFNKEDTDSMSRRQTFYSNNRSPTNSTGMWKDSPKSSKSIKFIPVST
# TAAR1 agonist: human TAAR1 agonists, primary screen, Fluo-8 calcium fluorescence, CHO RD-HGA16 cells; vehicle wells 0%, saturating PEA agonist 100%; 360,000 tested, 0.99% active; activation, % at 3 µM; Trace amine-associated receptor 1 (Homo sapiens), Q96RJ0;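 active = activation above the mean activation of all test compounds in the run plus 3 SD, cut at about 38% in these data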
#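 System: CHO-derived RD-HGA16 cells with stable Gα16 and human TAAR1. Times: 17-24 h plating, Fluo-8 75 min 37 °C, 30 min RT. Measured by: calcium-sensitive Fluo-8 signal, excitation 470-495, emission 515-575 nm. Read-out basis: % activation relative to PEA EC100 response. Control set: DMSO and PEA EC100. Repeats: no replicates (n 1).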
# M1 PAM: human M1 muscarinic receptor positive allosteric modulators, primary screen, CHO-K1 cells, Fluo-8 calcium fluorescence, 1536-well | CHO-K1 hM1, ACh EC20; 0% = ACh EC20, 100% = maximal ACh | 360,000 tested, 0.088% active | Muscarinic acetylcholine receptor M1 (Homo sapiens), P11229 | activation, % at 3 µM; in the data active = activation above about 19%, passing the limit was not always enough
# An asterisk follows results filed as active; . = no result given. Compounds as they come, and some 3.7% of all compounds hit somewhere here.
SMILES,OXTR potentiate,TAAR1 antag,CHRM1 antagonist,M1 ag,OXTR agonist,CHO parental Ca,V1aR counter,TAAR1 agonist,M1 PAM
NS(=O)(=O)c1ccc(CCNC(=O)C2CCCN2C(=O)c2cccs2)cc1 (configuration not stated),.,-26,-14,-1,.,.,.,4,15
CCC(C)NC(=O)c1cn(CC)c2ccc(S(=O)(=O)N3CCCCCC3)cc2c1=O (configuration not stated),-3,-9,-3,0,0.8,-11,2.8,1,9
CCCS(=O)(=O)NC(=O)C1(C)CCN(C(=O)Cc2ccc(OC)cc2)C1 (configuration not stated),.,-7,-7,-4,.,.,.,0,6
O=C(N/N=C/c1cccnc1)c1cccc(N2CCCC2=O)c1,-18,-25,-17,-2,1.4,8,-0.9,1,14
O=C(/C=C/c1ccc(Cl)cc1Cl)c1nc2ccccc2[nH]1,-14,-1,-12,0,0.2,-14,0.3,6,10
COc1ccccc1OCCn1c(=O)sc2ccccc21,-3,-3,-2,-5,-2.0,-8,-0.5,3,5
COc1ccccc1N(CC(=O)NC1CCCC1)C(=O)c1oc(C(C)(C)C)cc1C,-2,9,-12,2,-3.2,-24,-1.1,20,11
O=S(=O)(c1cccc(C(F)(F)F)c1)N1CCC(O)(c2cccnc2)CC1,-7,-7,4,-1,0.3,-12,0.8,4,5
CC1C=CCC2C(=O)N(c3ccccc3OC(=O)c3ccco3)C(=O)C12 (configuration not stated),-6,2,-6,-2,-0.2,2,-0.5,3,5
Cc1onc(-c2ccccc2Cl)c1C(=O)Nc1ccc(S(=O)(=O)NCC2CCCO2)cc1 (configuration not stated),-2,2,-5,-1,1.9,-4,2.2,13,0
O=C(COC(=O)c1cnccn1)Nc1ncc(C(F)(F)F)cc1Cl,2,4,-8,-2,1.1,-11,0.3,0,1
N/C(=N\OC(=O)c1ccc(F)cc1)c1ccccc1,-1,8,-14,0,-0.8,1,0.4,-1,4
CC(C)NC(=O)c1ccccc1NS(=O)(=O)c1ccc(Br)s1,.,-27,-9,2,.,.,.,3,10
Cc1ccc(Cn2c(C)c(C(=O)NCc3cccs3)sc2=O)cc1,.,1,-17,-4,.,.,.,0,9
Cn1c(=O)cc(SCC(=O)N2CCOCC2)c2ccc(Cl)cc21,-5,-7,-9,0,-0.4,-14,0.2,8,11
C=CCNC(=S)NNC(=O)C(CCCC)CC(O)COCC(C)C (configuration not stated),0,-4,-24,2,-0.3,-3,-0.5,1,15
O=C(Nc1nnc(Cc2ccccc2)s1)C1CCC1,-11,-10,-26,-1,-1.2,4,-0.4,0,18
Cc1ccc(N2CC(C(=O)Nc3ccc(S(=O)(=O)N4CCOCC4)cc3)CC2=O)cc1Cl (configuration not stated),-7,10,1,-3,0.8,-12,9.7,6,6
COc1ccc(N2CCN(C(=O)CNC(=O)c3cccc(Br)c3)CC2)cc1,-3,11,5,-1,0.1,-18,7.1,1,2
COc1ccc(CN2CCN(C(=O)CCC(=O)Nc3nnc(C(C)C)s3)CC2)cc1F,-12,2,12,-3,1.4,-21,3.2,1,-8
O=C(Nc1nccs1)c1ccc(-c2ccc(Cl)cc2)o1,-13,-14,-7,-5,-2.4,-31,-1.4,-2,2
CC(=O)Nc1cc(C(=O)N2CCN(C)CC2)ccc1S(=O)(=O)c1ccc(C)cc1,-8,11,6,-7,-1.3,-13,-0.1,10,-4
Cc1ccccc1S(=O)(=O)Cc1ccc(C(=O)NCCN(C)Cc2ccccc2)o1,-9,10,-5,-3,1.7,-28,2.2,2,16
CCOC(=O)c1cnc(-c2ccccc2)[nH]c1=O,-1,14,-19,3,-0.1,-4,1.0,1,10
CC1(C)CC(=O)C(C(=S)Nc2ccc(F)cc2)=C(NCCN2CCOCC2)C1,-1,-2,-1,-3,-0.8,3,0.2,0,4
O=C1C=C(c2ccc(Cl)c(C(F)(F)F)c2)C[C@@H](c2ccc3c(c2)OCO3)C1,-6,2,1,-5,1.8,-22,0.5,8,-2
COc1ccc(-c2n[nH]c(=S)n2-c2ccccc2C)cc1,4,-19,5,-3,2.9,-8,2.2,3,-3
O=S(=O)(c1ccc(S(=O)(=O)n2cnc3ccccc32)cc1)N1CCCCCC1,-4,3,5,-3,1.4,-1,-1.0,9,-2
CCc1cccc(C)c1N(C(=O)Cn1c(CO)nc2ccccc21)C(C)COC (configuration not stated),-9,13,8,-3,-0.2,-26,0.8,14,-2
Cc1ccc(S(=O)(=O)Nc2ccc3[nH]c(=O)[nH]c3c2)c(C)c1,-5,-4,-5,0,0.5,-11,0.4,2,2
CCc1ccc(OCC(=O)NNC(=O)c2nn(CC)c(=O)c3ccccc23)cc1,-8,3,-16,0,-2.3,-13,-0.7,0,13
COc1ccc(C(=O)/C=C/Nc2cccc(O)c2)cc1,-5,3,3,-3,0.9,-6,1.9,2,-3
COc1ccccc1C(=O)Nc1ccc(OCC(=O)N2CCCCC2)cc1,-3,-1,-3,-6,0.9,-9,0.3,8,3
CN(CC1COc2ccccc2O1)C(=O)c1cc(COc2c(F)cccc2F)on1 (configuration not stated),-11,9,-12,-4,0.0,-14,0.4,3,2
CCCN(C(=O)Cc1c(C(=O)O)n(C)c2ccccc12)c1cccc(C)c1,-20,-21,-16,-3,-0.2,-6,-0.1,3,11
COc1cc(C#Cc2c(-c3ccccc3)n(C)c3ccccc23)cc(OC)c1,-2,-7,3,-4,0.1,-22,1.1,3,-6
O=C(CC1SCCNC1=O)Nc1cccc(C(F)(F)F)c1 (configuration not stated),3,-1,0,-2,1.0,-3,0.1,14,8
O=C(OCC(=O)C12CC3CC(CC(C3)C1)C2)c1cccnc1Cl,-11,2,-2,-8,-2.6,-12,-0.2,-1,3
COc1ccc2c(C)cc(=O)oc2c1C,-10,-12,9,-3,-0.8,-13,0.8,6,-2
Cc1cc(NN)nc(NS(=O)(=O)c2ccccc2Cl)n1,-6,11,-4,-12,-2.0,-10,-0.8,4,7
CCc1cccc(CC)c1-n1c(SCn2nnc3ccccc3c2=O)nnc1-c1cccnc1,-7,0,4,-1,-0.2,-29,-0.4,14,-7
S=c1[nH]nc(-c2cc(-c3ccccc3)n[nH]2)n1/N=C/C(Br)=C/c1ccccc1,-3,-38,-6,3,0.8,-14,0.5,-2,8
Cc1nc(C(=O)NNC(=O)c2ccccc2Cl)c(C(F)(F)F)o1,-5,-10,-15,-2,-0.9,-6,0.0,0,12
COc1cc(Cl)c(C)cc1NC(=O)CSc1ccc(NC(C)=O)cc1,-10,-3,-9,-9,0.6,-10,4.1,3,6
Cc1ccc(/C=N/Nc2nc(C)cc(C)n2)cc1,-5,9,-15,-2,-0.7,-10,-1.6,2,17
COCCN(C(=S)Nc1ccc(C)cc1)C(C)c1cccnc1 (configuration not stated),-1,-19,-10,-4,-0.4,-6,0.6,0,6
O=C(Cc1ccc([N+](=O)[O-])cc1)NNC(=O)c1cccs1,4,-5,-6,-1,0.5,-3,1.2,-1,4
O=C(OCC(=O)N1CCOCC1)c1ccccc1SCC(=O)N1CCCC1,6,2,-11,-2,-0.3,1,0.0,4,6

# Sorted by heavy-atom count (descending): some entries from above.
SMILES,OXTR potentiate,TAAR1 antag,CHRM1 antagonist,M1 ag,OXTR agonist,CHO parental Ca,V1aR counter,TAAR1 agonist,M1 PAM
CCCS(=O)(=O)NC(=O)C1(C)CCN(C(=O)Cc2ccc(OC)cc2)C1 (configuration not stated),.,-7,-7,-4,.,.,.,0,6
O=C(N/N=C/c1cccnc1)c1cccc(N2CCCC2=O)c1,-18,-25,-17,-2,1.4,8,-0.9,1,14
O=C(Nc1nnc(Cc2ccccc2)s1)C1CCC1,-11,-10,-26,-1,-1.2,4,-0.4,0,18

# (continued)
SMILES,OXTR potentiate,TAAR1 antag,CHRM1 antagonist,M1 ag,OXTR agonist,CHO parental Ca,V1aR counter,TAAR1 agonist,M1 PAM
CCOC(=O)C1(CCCc2ccccc2)CCN(C(=O)c2cnn(CC)c2)CC1,-23,-5,7,-2,4.6,1,6.2,10,0
O=C(COc1ccc(Cl)cc1Cl)NCc1ccco1,3,-3,13,-4,-2.4,-24,-0.7,1,-6
O=c1[nH]c2ccccc2c(=O)n1CCCO,-1,-3,-6,-2,0.0,-5,0.6,9,4
CCC1(c2ccccc2)NC(=O)N(CC(=O)Nc2cccc(C#N)c2)C1=O (configuration not stated),-9,0,-4,2,0.5,-6,1.2,7,10
COCCNc1ncnc2c1ncn2[C@H]1CN(CCN2CCOCC2)C[C@@H](CO)O1,.,-5,5,-2,.,.,.,4,-5
O=C1OC(c2ccccc2)c2ccccc21 (configuration not stated),-7,-5,5,-3,-0.3,7,0.6,0,-4
COc1ccccc1N1CCN(C2=NS(=O)(=O)c3ccccc32)CC1,-12,17,-6,3,3.9,-12,5.6,2,9
CC(C)[C@H](NC(=O)c1ccccc1)C(=O)OCC(=O)Nc1ccc2c(c1)OCCO2,-14,3,-5,-3,-2.0,-6,-0.4,4,6
CC(C)(C)C(=O)c1sc2nc(-c3cccs3)cc(C(F)(F)F)c2c1N,-5,27,-7,-4,3.0,-4,3.8,11,14
CC(C)c1ccc(C2(O)C(=O)Nc3cc(Br)ccc32)c(O)c1 (configuration not stated),-17,15,-21,-3,6.9,-8,3.9,1,17
COc1ccc(C2CC(=O)C(C=NCCN3CCN(C(C)=O)CC3)=C(O)C2)cc1 (configuration not stated),-4,-7,0,-8,-0.3,-6,0.5,12,3
CCn1cc(CCCC(=O)NCc2cccc(OC)c2)c2ccccc21,.,-13,-4,-4,.,.,.,-2,5
Cc1c(NC(=O)c2ccco2)cccc1C(=O)NN1C(=O)c2ccccc2C1=O,-10,7,-5,-6,-0.2,-2,0.1,1,7
O=C(N/N=C/c1ccc(OC(F)F)cc1OC(F)F)NC1CCCCC1,-5,29,-4,-13,-2.1,-23,0.4,3,7
COc1cccc(C(=O)NNC(=O)CCN2CCN(c3ccccc3)CC2)c1,8,-21,-2,-5,0.0,-18,-0.3,0,5

# Screens deposited in PubChem by The Scripps Research Institute Molecular Screening Center.
